# Assay outcomes from PubChem BioAssay.
# FadD28 binding: inhibitors of Mycobacterium tuberculosis FadD28 bisubstrate binding. AID 588549. inhibition, % at 12.5 µM. FadD28 bisubstrate probe binding, fluorescence polarization. hit rate 0.22% among 360,000; in the data active means inhibition above about 8.5%, passing the limit was not always enough; inconclusive means no clear call, values can overlap the other calls
# GDH-TPI inh: inhibits GDH-TPI coupling enzymes, artifact for Mtb FBA screen; GDH-TPI coupled enzyme counterscreen, NADH absorbance; inhibition, % at 4.8 µM; hit rate 1.2% among 360,000;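 further: 0% = DMSO wells and 100% = wells lacking the enzyme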
# Mtb UGM inh: Mtb UDP-galactopyranose mutase inhibition; P9WIQ1; purified UGM, fluorescence polarization probe displacement; inhibition, % at 10 µM; hit rate 0.06% among 320,000; in the data active means inhibition above about 10%, passing the limit was not always enough; inconclusive means no clear call, values can overlap the other calls
# Target sequence (P9WIQ1 whole entry, looked up): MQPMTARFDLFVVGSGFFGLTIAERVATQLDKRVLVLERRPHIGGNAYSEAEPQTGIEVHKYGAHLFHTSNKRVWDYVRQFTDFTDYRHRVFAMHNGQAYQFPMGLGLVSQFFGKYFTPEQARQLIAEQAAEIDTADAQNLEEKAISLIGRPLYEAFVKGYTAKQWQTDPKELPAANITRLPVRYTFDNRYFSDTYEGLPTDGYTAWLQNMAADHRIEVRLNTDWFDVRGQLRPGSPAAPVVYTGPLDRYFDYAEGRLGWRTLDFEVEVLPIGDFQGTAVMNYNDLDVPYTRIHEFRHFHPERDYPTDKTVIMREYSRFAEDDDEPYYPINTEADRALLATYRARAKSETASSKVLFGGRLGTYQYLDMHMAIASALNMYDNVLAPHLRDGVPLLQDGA
# PrPC TRFRET: reduces human prion protein on the cell surface. P04156. cell surface PrPC, TR-FRET read-out. inhibition, % at 13.8 µM. hit rate 0.43% among 370,000; in the data active means inhibition above about 24%; further: 0% = median of the test wells and 100% = reference compound wells
# BioA inh: inhibitors of Mycobacterium tuberculosis BioA enzyme; inhibition, % at 9.99 µM; hit rate 0.096% among 360,000; AID 602481; purified M. tuberculosis BioA enzyme, plate reader; in the data active means inhibition above about 40%; inconclusive means no clear call, values can overlap the other calls
# CCHF vOTU inh: blocks the CCHF virus ovarian tumor domain protease; CCHFV vOTU protease, Pep-AMC fluorescence; inhibition, % at 11.5 µM; AID 651958; hit rate 0.55% among 370,000; further: 0% = vehicle wells with enzyme and 100% = no enzyme wells
# BoNT F protease: inhibitors of Botulinum neurotoxin F light chain protease | hit rate 0.22% among 360,000 | inhibition, % at 10 µM | Multiplex microsphere protease cleavage assay, flow cytometry; in the data active means inhibition above about 35%, passing the limit was not always enough; inconclusive means no clear call, values can overlap the other calls; further: plate controls were buffer without enzyme for full effect and enzyme alone for no effect
# BoNT A protease: inhibitors of Botulinum neurotoxin A light chain protease | AID 588499 | multiplex microsphere protease substrate cleavage, flow cytometry | hit rate 0.17% among 360,000 | inhibition, % at 10 µM; in the data active means inhibition above about 30%; inconclusive means no clear call, values can overlap the other calls; further: plate controls were buffer without enzyme for full effect and enzyme alone for no effect
# FBA Mtb inh: inhibitors of M. tuberculosis fructose-bisphosphate aldolase; AID 588726; P9WQA3; inhibition, % at 1 µM; hit rate 2.3% among 360,000; purified M. tuberculosis FBA, fluorescence read-out; in the data active means inhibition above about 27%;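 further: 0% = vehicle and 100% = reference inhibitor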
# Target sequence (P9WQA3 whole entry, looked up): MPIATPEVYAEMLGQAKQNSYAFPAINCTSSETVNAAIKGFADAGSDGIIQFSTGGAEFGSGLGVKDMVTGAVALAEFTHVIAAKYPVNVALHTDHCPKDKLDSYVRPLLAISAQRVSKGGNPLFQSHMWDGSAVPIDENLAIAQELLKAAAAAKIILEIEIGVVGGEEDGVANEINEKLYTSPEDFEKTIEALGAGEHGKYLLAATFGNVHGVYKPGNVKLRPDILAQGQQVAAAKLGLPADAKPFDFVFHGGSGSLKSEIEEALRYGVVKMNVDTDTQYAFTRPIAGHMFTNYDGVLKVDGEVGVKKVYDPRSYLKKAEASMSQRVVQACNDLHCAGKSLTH
# * = called active by the depositor; u = inconclusive; x = no result given. Unless noted, no stated cut-off is given here; in the data, active means inhibition above about 30%; inactive means the rest.
SMILES	FadD28 binding	GDH-TPI inh	Mtb UGM inh	PrPC TRFRET	BioA inh	CCHF vOTU inh	BoNT F protease	BoNT A protease	FBA Mtb inh
O=S(=O)(c1ccccc1F)N1CCN(C(=S)NCc2ccccc2)CC1	-4.2	-4	1.8	4	x	-1	-4	-0.4	2
Cc1cc(C)n(/N=C/c2c[nH]c3ccccc23)c(=O)c1C#N	0.2	25	-1.4	5	-1.9	17	2	-0.6	-1
CC[C@H](C)Cc1cn([C@@H](CCCCNC(=O)OC(C)(C)C)C(=O)NCCCCCCCCCCC(=O)N2CCN(C(=O)OC(C)(C)C)CC2)nn1	-0.3	10	-2.1	-1	-1.1	18	-8	0.3	106*
COc1ccc(C(=O)N(CN2CCCC2=O)c2ccc(C)cc2)cc1	0.8	0	-2.9	0	-2.2	-8	-4	u	1
CC(C)c1cccc(-c2ccc3c(c2)S(=O)(=O)c2cccc(C(=O)O)c2C3=O)c1	1.6	31*	-2.7	2	1.7	7	-2	0.0	-2
Cc1ccccc1-c1nn(-c2ccc(F)cc2F)cc1CNCC(C)O (stereo not drawn)	-3.0	1	1.1	-4	-0.1	-8	-12	-0.7	1
CN(C)CCNc1ccc(Cl)cc1[N+](=O)[O-]	-1.0	-5	1.7	-21	x	2	1	-0.4	0
COc1ccc2cc(C(=O)C3CCCN(C4CCOCC4)C3)ccc2c1 (stereo not drawn)	0.9	20	-2.3	6	-1.9	-223	1	0.2	148*
O=C1C(Cc2c[nH]c3ccccc23)NC(=S)N1C1CCCCC1 (stereo not drawn)	-0.3	2	0.6	-7	x	18	-5	-0.6	1
O=C(Nc1cccc(S(=O)(=O)N2CCCC2)c1)c1cccc(S(=O)(=O)N2CCOCC2)c1	-2.9	12	-1.1	5	0.4	-7	-2	0.2	6
C=CCNc1c2c(nc3nnnn13)CCCC2	-1.0	-3	x	1	x	-9	-1	1.0	1
C/C(Cl)=C/CN1C(=O)C2C3C=CC(C3)C2C1=O (stereo not drawn)	-0.3	0	1.7	5	0.5	3	x	x	-1
O=C(NCc1ccccn1)C(=O)NN=C1CCCCCCC1	-1.9	-1	-0.6	5	x	16	-2	-0.3	1
CC1CCCN(C(=O)c2ccc(-c3ccccc3Cl)o2)C1 (stereo not drawn)	-2.2	-4	-1.6	0	2.0	7	-4	-0.5	2
O=C(c1ccc(CSc2ccccc2)cc1)N1CCCCCC1	-4.0	-4	-0.3	4	9.4	4	3	0.3	3
Cc1ccc(S(=O)(=O)NCc2ccccc2)cc1C(=O)NCc1ccccn1	-0.9	4	-0.5	-3	-4.8	2	-4	-4.5	8
Cc1nn(C(=O)CCCn2cc([N+](=O)[O-])cn2)c(C)c1Cl	-4.0	1	-2.2	3	x	-8	-5	-1.0	-5
Cc1cccc(C)c1OCC(=O)Nc1ccccc1C(F)(F)F	-1.9	5	1.1	1	-5.5	4	0	0.0	-4
O=C(CCn1nnc2ccccc21)Nc1nnc(COc2ccc(F)cc2)s1	-1.2	-2	-0.8	-4	-6.9	-2	-1	u	0
Cn1cc(/C=C(\NC(=O)c2ccccc2Cl)C(=O)NCCN2CCOCC2)c2ccccc21	-2.0	25	0.4	-8	-0.7	10	-1	-1.9	-4

# (cont.)
SMILES	FadD28 binding	GDH-TPI inh	Mtb UGM inh	PrPC TRFRET	BioA inh	CCHF vOTU inh	BoNT F protease	BoNT A protease	FBA Mtb inh
CN(C)CCNC(=O)CN1C(=O)CSc2ccc(S(=O)(=O)N3CCCCC3)cc21	-0.1	0	1.9	5	-2.5	-19	2	-0.6	2
CC1CN(C(=O)C(C)N2C(=O)c3ccccc3C2=O)CC(C)O1 (stereo not drawn)	-2.9	-15	2.0	-4	-0.8	-14	10	-0.4	-2
COc1ccccc1NC(=O)COC(=O)C12CC3CC(CC(Br)(C3)C1)C2	-1.7	3	0.8	8	0.7	11	12	-3.0	3
O=S(=O)(Nc1cccc(S(=O)(=O)N2CCCC2)c1)c1ccccc1F	x	-10	1.0	3	-0.4	23	-3	-1.6	1
O=C(NCCCN1CCCC1=O)c1cccnc1	-2.2	-2	-4.3	-4	x	-10	5	-0.2	3
CC(C)(C)NC(=O)CN(C(=O)CNC(=O)c1cccs1)c1ccccc1F	-2.7	-7	0.1	0	1.6	2	-5	-2.2	1
COc1cc(/C=N/NC(=O)c2ccc([N+](=O)[O-])cc2Cl)cc(Br)c1O	-2.3	42*	1.2	-5	-0.3	9	-8	-0.6	-5
N#Cc1cc(-c2ccccc2)cn(Cc2c(Cl)cccc2Cl)c1=O	-2.9	2	-1.9	1	-2.0	-2	-9	-0.7	4
COc1ccc(C)cc1S(=O)(=O)NCc1cccs1	0.0	-2	-2.7	1	7.1	1	2	-0.5	-1
O=C(Cn1cnc2cc([N+](=O)[O-])ccc2c1=O)Nc1ccc2c(c1)OCO2	-0.5	16	-0.1	-25	x	14	-7	0.0	-1
O=C(c1ccco1)N1CCN(c2cccc(Cl)c2)CC1	-4.6	2	-0.7	5	1.3	-3	-6	0.1	-2
Cc1ccc(-c2nc(Nc3cccc(O)c3)c3ccccc3n2)cc1	-12	6	1.0	2	-0.4	0	u	-4.9	-1
COc1ccc(Cl)cc1NC(=O)CN(C)C(=O)C12CC3CC(CC(Cl)(C3)C1)C2	-0.5	2	-1.8	6	-0.6	-3	-2	-3.2	4
COc1ccc(NC(=S)Nc2cccc(Cl)c2Cl)cc1OC	-1.8	4	-2.0	3	x	-9	-4	-0.3	3
CC(Oc1ccc(Cl)cc1)C(=O)Nc1cccc(S(=O)(=O)N2CCOCC2)c1 (stereo not drawn)	x	-8	0.2	4	1.5	6	1	4.5	0
c1ccc2c(c1)OCC(CNc1ncnc3nc[nH]c13)O2 (stereo not drawn)	-3.5	13	-0.3	6	0.2	2	-4	-0.5	-2
CCN(C(=O)COC(=O)c1cc(-c2ccc(C)o2)nc2ccccc12)C1CCS(=O)(=O)C1 (stereo not drawn)	-1.3	10	-0.7	-10	x	-8	-3	1.5	3
CCC(=O)Nc1ccc2c(c1)nc(CCN1CCN(c3ccccc3)CC1)n2C	-1.2	0	4.0	0	1.4	15	u	u	-5
CC(OC(=O)C1CCCCC1)C(=O)Nc1cccc([N+](=O)[O-])c1 (stereo not drawn)	-1.0	-1	-2.4	-14	2.4	15	x	x	-1
O=C(O)c1ccc(C(=O)c2ccc3c(c2)C(=O)N(CCO)C3=O)cc1	-4.7	6	0.0	-5	-0.4	-8	2	0.0	-2

# Part of the list above, with values under each structure:
# The line under a structure holds: FadD28 binding	GDH-TPI inh	Mtb UGM inh	PrPC TRFRET	BioA inh	CCHF vOTU inh	BoNT F protease	BoNT A protease	FBA Mtb inh
> CC(Oc1ccc(Cl)cc1)C(=O)Nc1cccc(S(=O)(=O)N2CCOCC2)c1 (stereo not drawn)
→ x	-8	0.2	4	1.5	6	1	4.5	0
> c1ccc2c(c1)OCC(CNc1ncnc3nc[nH]c13)O2 (stereo not drawn)
→ -3.5	13	-0.3	6	0.2	2	-4	-0.5	-2
> CCN(C(=O)COC(=O)c1cc(-c2ccc(C)o2)nc2ccccc12)C1CCS(=O)(=O)C1 (stereo not drawn)
→ -1.3	10	-0.7	-10	x	-8	-3	1.5	3

# Remaining list, next part:
SMILES	FadD28 binding	GDH-TPI inh	Mtb UGM inh	PrPC TRFRET	BioA inh	CCHF vOTU inh	BoNT F protease	BoNT A protease	FBA Mtb inh
Cc1ccc(COc2cccc(/C=N/NC(=O)c3nnn(-c4nonc4N)c3C)c2)cc1	-1.0	4	-0.1	-5	-1.7	13	4	0.7	0
Cc1ccccc1-c1nc(CS(=O)(=O)CC(=O)NCCCN2CCCC2=O)c(C)o1	-1.5	-9	0.1	4	-0.2	-1	-7	-0.8	2
Cc1[nH][nH]c(=O)c1C(c1ccc(-c2ccc(Cl)cc2)o1)c1c(C)[nH][nH]c1=O	-3.7	2	1.7	0	1.9	23	0	0.4	-9
CCNC(=S)N/N=C(\C)c1ccco1	-0.9	9	0.4	-1	0.4	5	4	0.0	4
COc1ccc(-n2nc(C(=O)NCC(=O)NCC3CCCO3)c3ccccc3c2=O)cc1 (stereo not drawn)	-2.0	8	0.3	-6	0.4	-1	3	0.8	-1
O=C(Cc1ccccc1[N+](=O)[O-])OCC(=O)N1CCN(c2ccccc2)CC1	-1.2	12	1.5	-7	x	-9	4	0.8	1
CCC(=O)N1CCc2cc(S(=O)(=O)CCC(=O)NCCc3ccc(S(N)(=O)=O)cc3)ccc21	0.1	3	-0.3	2	0.6	-3	7	0.9	-2
Cc1ccc(S(=O)(=O)N2CCN(C(=O)c3cc(C4CC4)nc4c3cnn4C(C)C)CC2)cc1	-3.9	4	-1.0	9	0.3	4	-3	-0.1	-1
Nc1ccc(S(=O)(=O)Nc2nccc(/C=C/c3ccccc3F)n2)cc1	-0.8	16	0.7	-2	x	-10	0	-0.5	-2
O=C1CC(c2ccccc2)CC(O)=C1C=NCCN1CCN(C(=O)Cc2ccccc2)CC1 (stereo not drawn)	-3.6	-5	-1.3	-1	x	0	-2	-1.6	1
C[C@H](O)[C@@H]1C(=O)N2CCc3ccc(N4CCN(C)CC4)cc3[C@@H]2C[C@@H]1N(C)C(=O)c1cccnc1	1.1	11	x	-5	-0.5	0	-1	-0.2	-1
Cn1cccc1C(=O)C(=O)Nc1cc(Cl)cc(Cl)c1	-0.9	19	-2.0	-2	-1.1	3	-24	-1.3	4
COc1ccc(NC(=O)c2cc(C3CCCCN3S(=O)(=O)c3ccc(C#N)cc3)on2)c(C)c1 (stereo not drawn)	-3.5	0	x	2	-0.3	9	-5	-0.1	-1
O=C(CSc1nnc(CNC(=O)c2ccc(F)cc2)o1)Nc1nccs1	-2.0	4	1.9	-6	-0.5	8	x	x	1
CCOC(=O)N1CCC(Nc2c(OCC)c(=O)c2=O)CC1	-2.6	0	-1.1	-6	4.8	1	6	0.0	1
CSc1cnn(CCC#N)c(=O)n1	x	x	x	5	x	15	2	-0.2	x
Cc1ccc(C)c(Cn2c(O)c(N=NC(=S)Nc3ccccc3F)c3ccccc32)c1	-2.4	-3	0.7	4	x	2	-4	4.6	0
CCc1nc(-c2ccc(-c3ccc(OC)cc3)nc2OC)no1	0.7	6	-3.8	-8	-1.7	-48	10	0.7	152*
CCCOc1cccc(C(=O)NCCNC(=O)c2ccco2)c1	0.1	6	-1.5	-1	x	2	-8	-3.5	3
COc1ccc(NC2CCCN(C(=O)CCC3=NNC(=O)CC3)C2)cc1 (stereo not drawn)	-2.3	-1	0.9	-5	-0.7	-9	0	-1.3	1

# (further entries)
SMILES	FadD28 binding	GDH-TPI inh	Mtb UGM inh	PrPC TRFRET	BioA inh	CCHF vOTU inh	BoNT F protease	BoNT A protease	FBA Mtb inh
CCc1cc2c3c(c(=O)oc2cc1OC(C)C(=O)O)CCCC3 (stereo not drawn)	-6.6	16	1.7	-7	1.9	-81	15	1.6	159*
CCn1c(SCC(=O)Nc2ccc(NC(C)=O)cc2)nnc1C1CC1	0.3	3	1.9	-4	-1.1	0	-13	0.7	2
COc1ccc(CCN2CC(C(=O)NCCc3ccccc3)CC2=O)cc1OC (stereo not drawn)	-3.1	18	-0.2	-3	-0.2	-14	1	0.8	2
CCOc1cc(-c2noc(CCC(=O)N3CCOCC3)n2)ccc1OC	-2.2	1	0.2	3	0.9	-20	-17	0.5	1
O=C(COC(=O)c1ccc(Sc2ccccc2)c([N+](=O)[O-])c1)NC1CCS(=O)(=O)C1 (stereo not drawn)	-5.7	0	-0.6	0	4.7	-2	-2	0.1	-2
CNC(=O)c1ccccc1NC(=O)c1c(O)c2c([nH]c1=O)CCCC2	-3.8	13	-1.4	-6	-0.7	5	-9	-0.1	-3
COc1ccc(N2CCN(S(=O)(=O)CCNC(=O)c3cc(=O)c4ccccc4o3)CC2)cc1	-1.3	10	0.8	-4	-1.9	3	2	0.6	0
Cc1ccc2nc(C(Cl)(Cl)Cl)nc(N/N=C/c3ccc([N+](=O)[O-])cc3)c2c1	-3.5	-1	x	-1	-0.1	3	-9	1.9	-2
COc1ccc(CNC(=O)CCCNS(=O)(=O)c2cccc3nonc23)cc1	-3.9	3	1.2	-21	0.5	-7	14	3.3	0
O=Cc1ccc(Sc2nnc(-c3ccccc3)o2)c([N+](=O)[O-])c1	-4.3	16	-0.2	x	7.6	x	4	u	-1
CCCN(CCC)c1nc2ccccc2nc1C(C#N)C(=O)OCCOC (stereo not drawn)	-4.3	7	x	-2	-0.1	17	8	21	-5
